SIRT5 inh = sirtuin-5 (human) deacylase inhibition | inhibition, % at 15 µM | Purified SirT5, succinyl-peptide AMC, trypsin-coupled fluorescence | Q9NXA8 | hit rate 1.1% among 330,000 | AID 652115; in the data active = inhibition above about 15%
Target sequence (Q9NXA8 whole entry, looked up): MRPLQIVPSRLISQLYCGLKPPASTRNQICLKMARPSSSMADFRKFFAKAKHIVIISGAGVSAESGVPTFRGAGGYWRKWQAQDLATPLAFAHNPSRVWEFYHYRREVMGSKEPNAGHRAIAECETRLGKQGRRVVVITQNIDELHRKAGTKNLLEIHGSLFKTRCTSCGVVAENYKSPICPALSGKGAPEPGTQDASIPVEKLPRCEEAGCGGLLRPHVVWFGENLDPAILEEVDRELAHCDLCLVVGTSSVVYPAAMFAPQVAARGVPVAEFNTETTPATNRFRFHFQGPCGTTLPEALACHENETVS
C2C12 statin = suppression of simvastatin myotoxicity | hit rate 0.78% among 330,000 | AID 602340 | C2C12 myotubes + simvastatin, ATP luminescence, 48 h; scaled: DMSO 0, geranylgeraniol control 100 | rescue of ATP level, % at 7.49 µM;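 active = mean ATP rescue above about 67%, or every replicate alone reaching that limit, limit read from the data, passing the limit was not always enough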;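 also: myotubes were challenged with 10 µM simvastatin during compound exposure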
PGC1a acetyl inh = lowers PGC1a acetylation signal in U2OS cells. AlphaScreen anti-acetyl-lysine; with virally co-expressed GCN5 acetyltransferase. inhibition, % at 15.6 µM. hit rate 0.17% among 350,000;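 active = every replicate shows inhibition of at least 40%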;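 also: 0% = neutral control wells and 100% = positive control wells; some results beyond the cut were filed as inactive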
LGR2 antag = Drosophila LGR2 receptor signaling inhibition | hit rate 0.35% among 380,000 | HEK293 LGR2, CRE-luciferase, bursicon-stimulated, 4 h | AID 720647 | inhibition, % at 9.99 µM;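 active = drop in luminescence signal, shown as inhibition above about 50% in the replicate tests, limit read from the data, passing the limit was not always enough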;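 also: agonist challenge used bursicon conditioned medium at about half maximal strength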
S100A4 MyoIIA = blocks human S100A4 binding to myosin IIA peptide; P26447; S100A4/TAMRA-MyoIIA peptide fluorescence polarization; inhibition, % at 10.7 µM; hit rate 0.14% among 360,000; AID 652163;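 active = mean inhibition of at least 70% across replicates, with every replicate also reaching that level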
Target sequence (P26447 whole entry, looked up): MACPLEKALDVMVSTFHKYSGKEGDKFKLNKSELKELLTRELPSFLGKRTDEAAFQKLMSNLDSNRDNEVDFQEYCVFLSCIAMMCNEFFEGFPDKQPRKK
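Material: S100A4 monomer (human). Medium: Calcium-containing HEPES buffer, pH 7.2. Probe or stimulus: labelled myosin peptide probe, 5 nM. Compound dosing: one concentration per compound. Timing: polarization read 5 min after assay mix addition, stable 5–60 min. Benchmarks: DMSO as neutral control, TFP as positive control.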
XiGFP reactiv = X-chromosome reactivation activator | XiGFP mouse fibroblasts, % GFP-positive cells imaging, 3 d; cells co-treated with 5-aza-dC sensitizer; scaled so ellipticine positive control = 100% | activation, % at 7.58 µM | hit rate 0.055% among 360,000 | AID 743238;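 active = mean normalized replicate activation at least 10% and every replicate at or above 10%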;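 also: 0% = median of on-plate neutral control wells and 100% = ellipticine 6 µM median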
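System: 68-5-11 XiGFP fibroblast line; Timing: 3 days compound exposure; Compound dosing: one concentration, pinned; Benchmarks: positive control ellipticine, 6 µM final; Buffer or medium: DMEM containing 5-aza-dC.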
Cneo AK release = causes C. neoformans cell lysis | adenylate kinase release luminescence, 4 h; normalised: neutral wells 0, clomiphene wells 100 | lysis activity, % at 15 µM | hit rate 0.2% among 360,000;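 active = mean lysis activity across replicates of at least 80%, whatever share of replicates individually reach that level; inactive = mean lysis activity below 80%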
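Material: C. neoformans cells; Schedule: 4 h static compound exposure, 37 °C, read 1 h post-reagent; Measured by: adenylate kinase release luminescence; Read-out: signal increase indicating cell lysis; Controls: Clomiphene as positive lysis control.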
ERAP1 inh = blocks human ERAP1 aminopeptidase activity; inhibition, % at 10.7 µM; AID 652197; hit rate 0.15% among 340,000; recombinant ERAP1, Leu-AMC fluorescence, 60 min;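 active = mean replicate inhibition of at least 30%, or all replicates individually reaching that 30% level; inactive = mean below 30% and not every replicate reaching it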;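 also: 0% = neutral control wells and 100% = L-leucinethiol positive control wells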
The depositor's hits bear a star; . = not tested or not shown; & = joins results of further samples. Not all compounds are listed (hit frequency here may not be typical).

Second line of a record – SIRT5 inh	C2C12 statin	PGC1a acetyl inh	LGR2 antag	S100A4 MyoIIA	XiGFP reactiv	Cneo AK release	ERAP1 inh
Cc1ccc(C)c(NC(=O)CSc2nnc(CNC(=O)c3ccco3)n2C)c1
    1	8	.	4	7	0.4	-1	-1
Cc1ccc(CN2CC(C(=O)N3CCN(S(=O)(=O)c4c(F)cccc4F)CC3)CC2=O)cc1 (configuration not stated)
    1	-6	.	-17	-8	-0.1	.	-6
COc1ccc(S(=O)(=O)N(C)C[C@H]2Oc3c(NS(=O)(=O)c4ccccc4)cccc3C(=O)N([C@H](C)CO)C[C@@H]2C)cc1
    0	4	1	1	3	-0.8	-3	2
NCCc1cnc[nH]1
    -2&-2	-3&0	-9&-3	8&-6	-35&0	0.9&0.5	-1&-2	1&0
CC1CC(C)CN(C(=O)c2cc3ccccc3o2)C1 (configuration not stated)
    0	10	.	-24	-7	0.3	-2	1
COc1ccc(CN(C)C[C@H]2Oc3c(NS(=O)(=O)c4ccc(C)cc4)cccc3C(=O)N([C@@H](C)CO)C[C@H]2C)cc1
    7	.	2	4	-1	0.2	.	-2
C/C(=N/NC(=O)CNC(=O)c1cccs1)c1ccco1
    -1	.	.	-3	4	0.1	.	-1
Cc1ccc(-c2cnc3c(c2)C(=O)N([C@@H](C)CO)C[C@@H](C)[C@@H](CN(C)C(=O)c2ccccc2)O3)cc1
    -4	1	6	-13	-3	-0.6	-3	5
C=CCN(C(=O)Nc1ccc2oc(C)nc2c1)c1ccccc1
    .	17	6	2	.	.	-1	.
COc1ccc(C2c3cc(OC)c(OC)cc3CC3C(=O)OCC32)cc1OC (configuration not stated)
    .	96*	7	-15	-4	-0.1	0	-2
CCOC(=O)C1=C(COC(=O)CCC(=O)c2ccc(C)cc2)NC(=O)NC1C (configuration not stated)
    -4	0	.	8	-4	0.6	2	1
Cc1ccc(C)c(/C=C2\N=C(c3ccccc3F)OC2=O)c1
    1	0	.	26	-4	0.0	-2	-1
C[C@H]1CCCCO[C@H](CN(C)S(=O)(=O)c2ccc(Cl)cc2)[C@@H](C)CN([C@@H](C)CO)C(=O)c2cc(NC(=O)CCCN(C)C)ccc2O1
    -3	.	-9	23	-3	-0.1	.	0
C[C@@H]1CN([C@H](C)CO)C(=O)c2cc(NC(=O)CCCCCC(=O)Nc3ccccc3N)ccc2O[C@H]1CN(C)C(=O)Nc1ccc(F)cc1
    -3	.	2	12	1	-0.1	.	0
COC(=O)[C@H]1[C@H](CO)[C@H]2Cn3c(ccc(C4=CCCCC4)c3=O)[C@H]2N1Cc1cccnc1
    -14	.	8	7	-13	0.4	.	0
Cc1ccc(NC(=O)COc2coc(CN3CCc4ccccc4C3)cc2=O)c(C)c1
    -2	12	-19	-16	2	0.1	1	0
CC1CCCC(C)N1C(=S)SCC(=O)O (configuration not stated)
    -3	1	.	1	-4	0.0	.	-1
COc1ccc(/C=C/C(=O)NC(=S)Nc2ccc(S(N)(=O)=O)cc2)cc1OC
    -2	4	6	8	-1	0.2	0	-2
CO[C@H]1CN(C)C(=O)c2cc(NC(=O)C3CCCC3)ccc2OC[C@@H](C)N(CC2CC2)C[C@H]1C
    1	2	5	0	11	-0.6	-1	0
CS(=O)(=O)N(CC(=O)NCCSC1CCCCC1)c1ccccc1
    -5	.	2	5	1	0.2	.	2

4 compounds from above, sorted by the value under S100A4 MyoIIA, descending:
Molecule | SIRT5 inh | PGC1a acetyl inh | LGR2 antag | S100A4 MyoIIA | ERAP1 inh
Cc1ccc(NC(=O)COc2coc(CN3CCc4ccccc4C3)cc2=O)c(C)c1 | -2 | -19 | -16 | 2 | 0
C[C@H]1CCCCO[C@H](CN(C)S(=O)(=O)c2ccc(Cl)cc2)[C@@H](C)CN([C@@H](C)CO)C(=O)c2cc(NC(=O)CCCN(C)C)ccc2O1 | -3 | -9 | 23 | -3 | 0
CC1CCCC(C)N1C(=S)SCC(=O)O (configuration not stated) | -3 | . | 1 | -4 | -1
COC(=O)[C@H]1[C@H](CO)[C@H]2Cn3c(ccc(C4=CCCCC4)c3=O)[C@H]2N1Cc1cccnc1 | -14 | 8 | 7 | -13 | 0

Other records follow:
Second line of a record – SIRT5 inh	C2C12 statin	PGC1a acetyl inh	LGR2 antag	S100A4 MyoIIA	XiGFP reactiv	Cneo AK release	ERAP1 inh
O=C(C[C@@H]1C[C@H]2c3cc(NC(=O)C4CCC4)ccc3O[C@H]2[C@@H](CO)O1)NCC(F)(F)F
    -1	-2	5	20	5	0.0	-19	-1
Cc1ccc(S(=O)(=O)Nc2ccc3c(c2)C(=O)N([C@H](C)CO)C[C@H](C)[C@@H](CN(C)C(=O)Nc2cccc4ccccc24)OCCCC[C@@H](C)O3)cc1
    3	.	5	12	3	0.0	2	0
Cc1cc(C(=O)Nc2cccc3c2O[C@@H](CN(C)C(=O)NC(C)C)[C@H](C)CN([C@H](C)CO)C3=O)n(C)n1
    -1	-2	7	-7	55	0.0	3	1
COC(=O)[C@H]1[C@H](CO)[C@H]2Cn3c(ccc(C4=CCCC4)c3=O)[C@H]2N1C(=O)C1CCC1
    -12	14	.	8	4	0.0	3	1
CCOc1cc(/C=C2\SC(=N)N(c3nonc3N)C2=O)ccc1OCCN1CCOCC1
    -1	.	24	-23	-2	0.0	.	0
COC(=O)C1=C(C)N(Cc2ccccc2)C(=O)N[C@H]1c1ccc(Br)cc1
    -3	35	30	12	2	0.1	0	-2
C=C(c1ccccc1)c1ccccc1N
    .	28	0	-3	-1	0.4	8	.
O=C(CSc1nc2ncc(Cl)cc2[nH]1)c1c[nH]c2ccccc12
    -2	.	4	25	-2	0.1	1	1
CN(CC(=O)Nc1c(Cl)cccc1Cl)CC(=O)N(C)C1(C#N)CCCCC1
    .	-3	-2	14	-4	0.4	3	-2
Cc1nc(SCc2ccccc2)[nH]c(=O)c1CC(=O)OCC(C)C
    -3	3	-3	7	-1	0.3	-1	1
Cc1cc2nc(C3CCCCC3)c(Cc3ccsc3)n2c(C)c1Br
    4	.	.	-8	-4	-0.1	.	-1
CC(=O)c1ccc(NC(=O)c2ccc(N3C(=O)c4cccnc4C3=O)cc2)cc1
    1	-6	.	-10	18	0.5	-2	4
CS(=O)(=O)Nc1ccc2c(c1)[C@@H]1C[C@H](CC(=O)NCc3ccncc3)O[C@@H](CO)[C@@H]1O2
    2	8	-11	1	-3	0.0	-1	2
CNC[C@@H]1Oc2ccc(NS(=O)(=O)c3ccc(OC)cc3)cc2C(=O)N([C@H](C)CO)C[C@@H]1C
    -1	6	-1	-8	6	-0.1	-1	2
CN(CCC#N)C(=S)Nc1ccc(F)cc1
    .	.	-6	11	-5	0.2	1	.
C[C@@H]1CN([C@H](C)CO)C(=O)c2cc(NS(=O)(=O)c3cccs3)ccc2O[C@@H]1CN(C)Cc1ccc(C(F)(F)F)cc1
    2	12	16	4	-9	-0.1	5	0
C[C@@H]1CN([C@@H](C)CO)C(=O)Cc2cc(NC(=O)NC3CCCCC3)ccc2O[C@H]1CN(C)C(=O)Nc1ccccc1
    -4	-16	6	5	10	0.1	-7	1
CCC1CCCCN1CCCNC(=O)Cn1c2ccccc2c2nc(=O)cc(C)n21 (configuration not stated)
    2	-2	.	-6	-3	0.0	0	1
O=S(=O)(c1ccc(NC(=S)N2CCCCC2CO)cc1)N1CCOCC1 (configuration not stated)
    -5	-14	2	-3	-6	0.2	1	-5
Cc1ccc(CNC(=O)C2CCCN2S(=O)(=O)c2ccc(Cl)cc2)cc1 (configuration not stated)
    0	22	.	-50	-5	0.1	-1	-1

Later entries
Second line of a record – SIRT5 inh	C2C12 statin	PGC1a acetyl inh	LGR2 antag	S100A4 MyoIIA	XiGFP reactiv	Cneo AK release	ERAP1 inh
O=C(Cn1ncc2c(=O)oc3ccccc3c21)N(Cc1ccco1)C1CCCCC1
    1	5	-1	-4	1	0.1	-1	3
CCS(=O)(=O)N1CCCCN2[C@H](CO)[C@H](c3ccc(-c4ccc(C(=O)N(C)C)cc4)cc3)[C@H]2C1
    .	6	4	-3	.	0.2	4	.
CCCn1c(-c2cccc(F)c2)nc2c1c(=O)[nH]c(=O)n2Cc1ccccc1
    -2	2	-12	-14	-4	0.2	1	-1
CCCC(NCC(=O)Nc1cc(S(=O)(=O)N2CCOCC2)ccc1OC)c1ccccc1 (configuration not stated)
    -2	13	1	-2	-4	0.1	0	0
CCc1nc2ccccc2nc1N1CCN(S(=O)(=O)c2ccc(Cl)cc2)CC1
    -1	5	.	2	-1	1.3	.	2
CC(=O)Nc1ccc(NC(=O)C/C(C)=N/NC(=O)C(=O)Nc2ccc(C)c(Cl)c2)cc1
    -6	.	10	-8	-1	0.4	2	3
C[C@H](CO)N1C[C@H](C)[C@@H](CN(C)C(=O)Nc2ccccc2)OCCCC[C@H](C)Oc2ccc(NC(=O)Cc3ccccc3)cc2C1=O
    -1	.	-3	13	-15	0.1	2	1
CCOC(=O)C(CCCCCCC(NC(C)=O)(C(=O)OCC)C(=O)OCC)(NC(C)=O)C(=O)OCC
    -3	.	.	11	6	-0.1	.	-3
CC(C)NC(=O)NC(=O)CN1C(=O)NC(Cc2c[nH]c3ccccc23)C1=O (configuration not stated)
    -1	0	.	19	-3	0.1	-1	1
O=C(Nc1ccc(F)cc1)N1CC(=O)N2[C@H](CO)[C@H](c3ccc(C#Cc4cccnc4)cc3)[C@H]2C1
    2	.	21	31	-1	0.0	.	0
Cc1ccc(OCC(=O)NCCNC(=O)c2ccco2)cc1C
    2	-8	.	-3	-1	0.1	-4	-1
Cc1nn(CC(=O)N2CCN(C34CC5CC(CC(C5)C3)C4)CC2)c(C)c1[N+](=O)[O-]
    0	.	-6	6	-4	-0.1	0	-3
COc1ccc(-n2cc(-c3ccccc3)c3c(=S)nc[nH]c32)cc1
    -4	-2	-18	14	-3	0.0	3	-5
CC(C)NC(=O)Nc1cccc2c1O[C@@H](CN(C)Cc1ccc3c(c1)OCO3)[C@@H](C)CN([C@@H](C)CO)C2=O
    12	.	-4	10	7	0.0	5	-1
Cc1cc(C)n2nc(SCC(=O)Nc3ccc(O)cc3)nc2n1
    -5	-32	22	4	-6	0.0	-7	-1
C[C@@H]1CN([C@@H](C)CO)C(=O)CCCn2cc(nn2)CO[C@H]1CN(C)C(=O)Nc1ccc(-c2cccs2)cc1
    3&0	17	-1	3&-21	-1&11	-0.6&0.0	57	-5
